Screening data from PubChem BioAssay.
SMN2 splice enh = SMN2 splice variant enhancement. HEK293 SMN2-luciferase splicing reporter, luminescence, 30-36 h. Potency, µM (series often up to 46.1 µM), inactives show at the top dose activity change, positive = activation, usual class: activators. 2.8% of 210,000 active. AID 1458; further: % of control where 0% means no effect; nearly all actives have a fitted effect of over 55% in size
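HEK293 cells carry an SMN2 minigene-luciferase reporter in which exon 7 inclusion puts luciferase in frame. Cells were seeded at 2000 cells/well, attached for 10-12 hours, then exposed to compounds for 30-36 hours at 37C before ONE-Glo luminescence.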
aGal spleen mod = inhibits or activates alpha-galactosidase in human spleen homogenate | Potency, µM (highest dose often 80 µM), inactives show at the highest dose activity change, negative = inhibition, usual class: inhibitors | AID 2107 | human spleen homogenate, 4MU-alpha-Gal fluorescence, 40 min | 0.008% of 240,000 active | P06280;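 further: 0% = enzyme with vehicle and -100% = no enzyme basal signal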
Target sequence (P06280 32-429 limits assumed): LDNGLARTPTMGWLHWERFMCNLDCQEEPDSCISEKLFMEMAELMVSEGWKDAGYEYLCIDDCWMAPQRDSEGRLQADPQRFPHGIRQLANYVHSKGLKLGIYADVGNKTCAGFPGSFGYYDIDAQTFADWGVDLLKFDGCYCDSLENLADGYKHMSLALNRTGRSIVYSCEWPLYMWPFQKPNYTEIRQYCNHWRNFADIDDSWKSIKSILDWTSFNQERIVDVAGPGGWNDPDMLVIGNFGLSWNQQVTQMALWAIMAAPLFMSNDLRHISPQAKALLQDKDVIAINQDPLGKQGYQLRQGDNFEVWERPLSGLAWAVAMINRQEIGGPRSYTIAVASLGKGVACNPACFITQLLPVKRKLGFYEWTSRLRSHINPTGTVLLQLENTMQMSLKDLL
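Spleen homogenate 1 ug + cpd (titration) + 4-MU-alpha-D-galactopyranoside 1 mM; 37C 40 min; 50 mM citrate/phosphate pH 5.0, 0.01% Tween-20; stop pH 10; fluorescence 365/440; AC50 via Hill.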
ALDH1A1 inh = ALDH1A1 (human) enzyme inhibition. Purified ALDH1A1, NADH fluorescence, propionaldehyde substrate. Potency, µM (titrated, usually from 75.3 µM), for inactives: at the highest dose activity, negative = inhibition, actives largely listed as inhibitors. P00352. 7.3% of 220,000 active; active means well fitted inhibition curve with a large enough effect, not every such curve was filed as active; inconclusive means small, poorly fitted or top-dose-only effect, or another doubt; inactive means no such curve, though single readings can be large or run the other way;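 further: plate controls were no enzyme wells and a reference inhibitor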
GAA spleen mod = inhibitors or activators of human alpha-glucosidase in spleen homogenate. Potency, µM (series often up to 79.9 µM), inactives show top-dose activity change, negative = inhibition, actives largely listed as inhibitors. AID 2112. 0.006% of 240,000 active. human spleen homogenate, 4-MU-alpha-glucoside fluorescence;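 further: 0% = enzyme with vehicle and -100% = no enzyme basal signal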
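Enzyme source: human spleen homogenate, 1 ug/well. Buffer 50 mM citric acid/K phosphate pH 5.0, 0.01% Tween-20. 4-MU-alpha-glucoside 1 mM; 37 C x 40 min; NaOH/glycine stop; fluorescence.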
GAA glycogen mod = GAA glycogen-cleavage inhibition or activation | 0.38% of 300,000 active | Potency, µM (top dose mostly 76.4 µM), without a hit: at the top dose activity change, negative = inhibition, actives largely listed as inhibitors | P10253 | recombinant GAA, glycogen substrate, Amplex Red glucose oxidase fluorescence;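 further: 0% = full enzyme reaction and -100% = no-enzyme basal signal; the screen sought inhibitors and activators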
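Recombinant enzyme (4 nM final) with compounds titrated up to 77 uM and bovine liver glycogen (30 ug) in citrate pH 5.0, 0.01% Tween-20, 37 C 40 min. Released glucose detected by Amplex Red/glucose oxidase (Ex 573/Em 610); AC50 from Hill fits.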
GoLoco inh red = blocks human Gai1 binding to RGS12 GoLoco peptide, red readout; P63096; Gai1:RGS12 GoLoco peptide FP, rhodamine, 10 min; Potency, µM (series often up to 61.6 µM), for inactives: top-dose activity, negative = inhibition, hits mostly inhibitors; 0.44% of 230,000 active; AID 880; active means well fitted inhibition curve with a large enough effect, not every such curve was filed as active; inactive means no such curve, though single readings can be large or run the other way; further: on the % scale 0 is the no-effect control and ±100 the full control effect; nearly all actives have a fitted effect of over 30% in size; many of its hits are not listed in these tables
Target sequence (P63096 whole entry, looked up): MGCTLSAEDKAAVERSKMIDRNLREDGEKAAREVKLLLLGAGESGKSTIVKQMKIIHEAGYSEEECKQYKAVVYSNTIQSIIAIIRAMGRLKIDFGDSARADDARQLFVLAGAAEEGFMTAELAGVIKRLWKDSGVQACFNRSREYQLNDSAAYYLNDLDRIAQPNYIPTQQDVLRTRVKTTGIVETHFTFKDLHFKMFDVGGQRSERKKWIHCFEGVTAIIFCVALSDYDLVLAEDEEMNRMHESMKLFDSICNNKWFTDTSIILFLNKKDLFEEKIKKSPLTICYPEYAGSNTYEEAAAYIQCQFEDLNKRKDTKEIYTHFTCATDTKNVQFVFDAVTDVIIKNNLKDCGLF
KDM4E inh = JMJD2E (human) inhibition | AID 2147 | 1.6% of 230,000 active | B2RXH2 | JMJD2E catalytic domain, FDH-coupled NADH fluorescence (FDH is formaldehyde dehydrogenase) | Potency, µM (highest dose often 57.1 µM), for the others: at the highest dose activity change, negative = inhibition, hits mostly inhibitors; active means well fitted inhibition curve with a large enough effect, not every such curve was filed as active; inconclusive means small, poorly fitted or top-dose-only effect, or another doubt; inactive means no such curve, though single readings can be large or run the other way;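 further: 0% = wells with enzyme and -100% = buffer wells without enzyme; nearly all actives have a fitted effect of over 50% in size; many of its hits are not listed in these tables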
GAA inhib = inhibitors of human lysosomal alpha-glucosidase | P10253 | purified human GAA, 4-MU-alpha-glucoside fluorescence | Potency, µM (top dose mostly 76.9 µM), without a hit: at the highest dose activity change, negative = inhibition, hits mostly inhibitors | 0.005% of 200,000 active;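 further: plate controls were uninhibited enzyme wells for no effect and no-enzyme background for full effect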
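Human enzyme at 4 nM with 400 uM 4-methylumbelliferyl-alpha-D-pyranoside, citrate/phosphate buffer pH 5.0, 0.005% Tween-20, 20 min at room temperature. Compounds up to 77 uM. 4-MU fluorescence (Ex 365/Em 440) read after NaOH/glycine stop; AC50 from Hill fit.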
* = called active by the depositor; ? = inconclusive; / = no result given; [ ] = dose if it differs, or a comment. Unless noted, the call rests on the fitted dose curve; in most records, active means well fitted curve in the direction sought with a large enough effect; inconclusive means small, poorly fitted or top-dose-only effect, or another doubt; inactive means no such curve, though single readings can be large; an effect the other way counts as inactive or inconclusive. Potency means the concentration at half of the fitted maximal effect. Some of the compounds tested; the hit share may differ from the screen's.

structure	SMN2 splice enh	aGal spleen mod	ALDH1A1 inh	GAA spleen mod	GAA glycogen mod	GoLoco inh red	KDM4E inh	GAA inhib
Cc1cccc(OCC(=O)Nc2ncn[nH]2)c1C	/	-8%	/	1%	11%	8%	-2%	/
CC(C)OC(=O)c1nnn(-c2nonc2N)c1CSc1ccccn1	-31%[inhibitor]	-2%	2.2µM*	0%	-22%	16%	0%	-4%
CC(C)N(Cc1ccccc1)C(=O)COC(=O)/C=C/c1cnc2ccccc2n1	20%	5%	16µM*	-7%	3%	3%	-4%	-22%
COc1ccc(Cn2c(C)nnc2-c2cnn(C)c2N)cc1	3%	28µM*	-2%	?	-1%	0%	-3%	5%
Cc1csc2c(N3CCCCC3)ncnc12	/	4%	-3%	-2%	9%	8%	0%	-1%
Cc1ccccc1OCCCCc1c(C)n[nH]c1C	-52%[inhibitor]	-7%	5%	-8%	-8%	4%	1%	-4%
COCc1cc(C)nc(SCC(=O)Oc2ccccc2)c1C#N	0%	6%	-10%	/	-6%	7%	?	2%
CCOc1ccc(/C=C/C(=O)Nc2ccc(N3CCOCC3)cc2)cc1	-8%	-2%	9%	-5%	5%	-12%	4%	5%
CCN(Cc1nc2ccccc2c(=O)[nH]1)Cc1nc2cc(OC)c(OC)cc2c(=O)[nH]1	-6%	10%	?	5%	5%	-17%	?	-2%
Cc1nnc(NCc2n[nH]c(=O)c3ccccc23)c2ccccc12	4%	-4%	-11%	-8%	-9%	1%	-2%	-2%
O=C(O)CCCCNS(=O)(=O)/C=C/c1ccccc1	7%	-18%	6%	-11%	8%	-4%	2%	14%
CCN(C(=O)c1cc2cccc(OC)c2oc1=O)c1ccccc1	10µM*	3%	-2%	-7%	2%	4%	-11%	-8%
CCCC(=O)Oc1ccc2c(C)cc(=O)oc2c1	22%	?	?	?	3%	3%	?	?
C=C(C)CSc1nc2sc3c(c2c(=O)n1C1CCCCC1)CCN(C)C3	/	14%	/	-9%	18%	17%	?	/
O=C(CCCCCCCCC(=O)N/N=C/c1ccco1)N/N=C/c1ccco1	-25%	2%	-12%	-2%	-4%	3%	0%	0%
COCCNC(=S)N(C)C1(c2ccccc2Cl)CCCCC1=O (stereo unspecified)	-12%	-3%	2%	3%	-1%	2%	4%	-4%
COc1ccc(-c2noc(-c3cccc(Cl)c3)n2)cc1OC	?	-3%	8%	-11%	1%	4%	-7%	-2%
CCCOc1cccc(C(=O)Nc2cc(NC(=O)c3ccco3)ccc2OC)c1	-35%[inhibitor]	-6%	10%	-6%	-11%	1%	-2%	-8%
COc1cc(C)ccc1OCCOCCN(C)Cc1ccccc1	-7%	-4%	-6%	-3%	-2%	7%	?	2%
O=C(CCCCCCCC(=O)NCC1CCCO1)NCC1CCCO1 (stereo unspecified)	-2%	5%	5%	5%	2%	0%	-4%	2%

(listing goes on)
structure	SMN2 splice enh	aGal spleen mod	ALDH1A1 inh	GAA spleen mod	GAA glycogen mod	GoLoco inh red	KDM4E inh	GAA inhib
CCC(C)NC(=O)COc1ccc(OCc2ccccc2)cc1 (stereo unspecified)	-12%	-2%	-1%	4%	-3%	7%	13%	3%
CCOC(=O)Cn1nnnc1CN(Cc1ccc(OC)cc1)Cc1cc2cc(C)ccc2[nH]c1=O	-17%	1%	?	3%	0%	10%	-14%	?
COc1ccccc1OCCC(=O)OCC(=O)NCc1ccc(Cl)cc1	6%	-2%	-2%	-2%	0%	0%	3%	-1%
N=C1C(c2nc(-c3ccc(F)cc3)cs2)=C(O)CN1CCCN1CCOCC1	-12%	2%	0%	-4%	4%	16%	-2%	-3%
COc1cc(C(=O)Nc2cc(-c3ccccc3)[nH]n2)cc(OC)c1OC	5%	-11%	-3%	-7%	-9%	-6%	-13%	-10%
CCCn1c(SCC(=O)c2cc(C)n(-c3ccc4c(c3)OCO4)c2C)n[nH]c1=O	-55%[inhibitor]	-5%	-10%	4%	-13%	1%	3%	-7%
OC(C#CCN1CCOCC1)c1cccs1 (stereo unspecified)	-8%	?	0%	-15%	-9%	-13%	?	-7%
CC(C)(C)C(=O)NC(=S)Nc1cc(C(F)(F)F)ccc1N1CCOCC1	-10%	-11%	19µM*	3%	10%	7%	1%	-10%
CCOC(=O)N1CCN(C(=O)/C=C/c2c(C)nn(-c3ccc(F)cc3)c2Cl)CC1	-11%	0%	10%	-3%	3%	5%	1%	-4%
COc1ccnc(Oc2ccc(F)cc2)c1C(=O)N/C=N/OCc1ccc(Cl)cc1Cl	-12%	-17%	-7%	-2%	-1%	2%	-5%	-5%
O=C(Cn1ccc2ccccc2c1=O)NCCC(=O)NC1CCN(Cc2ccccc2)CC1	-18%	2%	-2%	-8%	6%	-15%	?	3%
O=C(C1=C[C@@H](C2CC2)C[C@@H](OCCCCO)O1)N1CCN(Cc2ccccc2)CC1	/	4%	?	5%	7%	0%	-7%	/
C/C(=N\NC(N)=O)c1ccc(Cl)cc1	5%	7%	6%	-10%	1%	-4%	6%	0%
N#Cc1ccccc1Cn1c(=O)n(CCC(=O)NCc2ccco2)c(=O)c2ccccc21	-11%	6%	-1%	-6%	-12%	7%	-10%	1%
O=C(CNC(=O)c1ccc(N2C(=O)c3ccccc3C2=O)cc1)OCC(=O)c1ccccc1	17%	6%	4%	-1%	-10%	-10%	0%	10%
COc1ccc(C(=O)NCC(=O)N/N=C/C=C/c2ccccc2)cc1OC	17%	-3%	-3%	4%	9%	-3%	-6%	-1%
Cc1noc(C)c1C(=O)OC(C)C(=O)Nc1ccc(S(=O)(=O)NC(C)C)cc1 (stereo unspecified)	13%	-5%	7%	-4%	-3%	1%	6%	-8%
COc1ccccc1/C=N/NC(=O)CNC(=O)c1ccc(S(=O)(=O)N(C)C)cc1	4%	10%	-8%	/	-9%	-4%	-10%	-24%
O=C(CN1C(=O)c2ccccc2C1=O)Nc1ccc2c(c1)OCO2	-5%	-13%	7%	1%	-7%	-2%	-3%	1%
O=C(CN1CCN(c2ccc(Cl)cc2)CC1)NCc1cccs1	-26%	-4%	?	2%	0%	31%	-17%	?

Part of the list above, with two lines to a compound:
Results follow in this order: SMN2 splice enh	aGal spleen mod	ALDH1A1 inh	GAA spleen mod	GAA glycogen mod	GoLoco inh red	KDM4E inh	GAA inhib
O=C(CN1C(=O)c2ccccc2C1=O)Nc1ccc2c(c1)OCO2
    -5%	-13%	7%	1%	-7%	-2%	-3%	1%
CC(C)(C)C(=O)NC(=S)Nc1cc(C(F)(F)F)ccc1N1CCOCC1
    -10%	-11%	19µM*	3%	10%	7%	1%	-10%

Other entries:
structure	SMN2 splice enh	aGal spleen mod	ALDH1A1 inh	GAA spleen mod	GAA glycogen mod	GoLoco inh red	KDM4E inh	GAA inhib
c1ccc(CNc2nc(-c3cccnc3)nc3ccccc23)cc1	/	3%	?	-11%	4%	4%	/	/
Cc1ccc(-c2[nH]nc(N)c2N=Nc2ccccc2C)cc1	-5%	-2%	?	-7%	-8%	2%	-2%	-6%
Cc1c(NC(=O)c2cc(-c3ccco3)on2)c(=O)n(-c2ccccc2)n1C	-7%	2%	?	-3%	-30%	8%	-10%	2%
COc1cccc(CCNC(=O)c2ccc(C#N)cc2)c1	/	-14%	4%	4%	17%	4%	0%	/
COCCSc1nnc(NC(=O)C2CC(=O)N(c3ccc(C)cc3)C2)s1 (stereo unspecified)	-1%	0%	-13%	6%	24%	10%	?	8%
CCC(CC)COC(=O)C(C#N)c1nc2ccccc2nc1N1CCOCC1 (stereo unspecified)	6%	2%	10µM*	-3%	-4%	22%	0%	-10%
Cc1nnn(C23CC4CC(CC(CC(=O)Nc5cccc(F)c5)(C4)C2)C3)n1	-6%	3%	?	-10%	-2%	6%	-10%	-8%
COc1ccc(CNC(=O)C(c2ccncc2)N(C(=O)Cc2cccs2)c2ccccc2)cc1 (stereo unspecified)	-7%	2%	-7%	2%	-6%	-9%	-3%	-1%
Cc1cc(=O)oc2cc(OCC(=O)Nc3cccc(S(=O)(=O)N(C)C)c3)ccc12	5%	-9%	4%	-5%	5%	-9%	-2%	?
CCOCCCNC(=O)c1ccc(N2CCCC2)c(NS(=O)(=O)c2ccc(C)cc2)c1	-8%	-16%	7.9µM*	-5%	-28%	19%	?	0%
N#Cc1c(Nc2ccc(F)cc2)sc(C(=O)c2ccccc2)c1N	1%	2%	?	-2%	-28%	4%	-4%	-11%
CC1CCc2nc(NC(=O)CN3CCOCC3)sc2C1 (stereo unspecified)	?	-1%	?	-18%	3%	6%	1%	1%
CCC(CC)c1nnc(NC(=O)c2ccco2)s1	/	5%	?	0%	-9%	14%	-20%	?
CCOC(=O)c1ccc(NC(=O)Nc2ccccn2)cc1	/	1%	14%	-1%	9%	1%	3%	3%
Cc1ccc(CN2C(=O)N/C(=C\c3ccc(N4CCOCC4)cc3)C2=O)cc1	?	0%	-3%	-7%	4%	-9%	?	4%
CCC1CCCN1Cn1cnc2c([nH]c3ccc(OC)cc32)c1=O (stereo unspecified)	-9%	?	?	-4%	-5%	0%	?	?
O=C(O)C1CCCN1C(=O)Nc1ccccc1 (stereo unspecified)	34%	3%	-9%	-4%	-11%	8%	-1%	-11%
O=C(N/N=C/c1ccc(N2CCOCC2)s1)c1ccccc1Cl	?	0%	16µM*	-6%	4%	6%	-16%	-8%
CCN(CC)C(=O)C(=O)c1cccn1-c1cccc(Cl)c1C#N	9%	-4%	-2%	2%	5%	10%	-8%	0%
Cc1cccc(OCCC(=O)Nc2ccc(C)c(S(=O)(=O)N3CCCCC3)c2)c1	-46%[inhibitor]	-6%	0%	-6%	1%	-15%	0%	3%
Cn1c(-c2ccc(-c3ccccc3)cc2)c[nH]c1=S	/	-27%	2%	-16%	-29%	/	-3%	7%
